# Screening data as filed in PubChem.
# sEH activator: activators of human soluble epoxide hydrolase | P34913 | purified human sEH enzymatic activity, activator screen | activation, % at 2 µM | actives 0.04% (n = 91,000) | AID 717; in the data active = activation above about 37%; note: values of inactives mirror those of a sister screen read the other way
# Target sequence (P34913 whole entry, looked up): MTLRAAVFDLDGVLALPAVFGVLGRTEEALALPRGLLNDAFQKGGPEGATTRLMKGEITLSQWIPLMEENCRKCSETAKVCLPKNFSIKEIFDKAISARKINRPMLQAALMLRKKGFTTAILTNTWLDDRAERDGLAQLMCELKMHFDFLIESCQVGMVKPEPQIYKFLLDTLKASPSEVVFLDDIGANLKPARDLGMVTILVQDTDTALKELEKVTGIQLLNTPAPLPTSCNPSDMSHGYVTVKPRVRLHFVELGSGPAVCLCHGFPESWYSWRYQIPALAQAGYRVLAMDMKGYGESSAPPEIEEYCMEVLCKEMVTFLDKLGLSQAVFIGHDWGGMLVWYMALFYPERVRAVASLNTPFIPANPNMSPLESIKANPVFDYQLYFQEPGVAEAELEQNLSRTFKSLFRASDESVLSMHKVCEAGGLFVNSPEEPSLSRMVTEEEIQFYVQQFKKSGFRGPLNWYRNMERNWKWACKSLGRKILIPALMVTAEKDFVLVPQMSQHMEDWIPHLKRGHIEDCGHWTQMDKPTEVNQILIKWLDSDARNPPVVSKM
# sEH inh: soluble epoxide hydrolase (human) inhibition; inhibition, % at 2 µM; recombinant human sEH enzymatic activity assay; P34913; AID 707; actives 0.34% (n = 91,000); in the data active = inhibition above about 80%; note: values of inactives mirror those of a sister screen read the other way; many of its hits are not listed in these tables
# * = called active by the depositor.
sEH inh,sEH activator,Structure
-3,6,Cc1nnsc1NC(=O)OCc1ccc(C(C)(C)C)cc1
0,2,COc1ccccc1CN(C(=O)Cc1cccs1)C(C(=O)NC1CCCC1)c1ccncc1 (stereo not given)
11,-11,Cc1ccc(C(=O)N(NC2=NS(=O)(=O)c3ccccc32)S(=O)(=O)c2ccc(C)cc2)cc1
-9,15,C=CCNC(=O)c1onc(CSc2ccccc2F)c1C(=O)O
0,4,CN(C(=S)NC(=O)c1ccccc1Br)C1CCCCC1
6,-3,O=C(NCC(=O)N(c1ccccc1)C(C(=O)NC1CCCC1)c1cccnc1)c1cccs1 (stereo not given)
13,-11,N#Cc1c(-c2cccc(F)c2)cc(-c2ccccc2)nc1Br
4,-4,COC(=O)CN1C(=S)N(Cc2ccccc2)C(=O)C1CC(=O)Nc1ccc(Br)cc1 (stereo not given)
-1,2,Cc1ccc(C(=O)c2c[nH]c(C(=O)NCCCN3CCOCC3)c2)cc1
-11,17,COC(=O)C(Cc1ccc(OC(=O)c2ccc(C(F)(F)F)cc2)cc1)N1Cc2ccccc2C1=O (stereo not given)
9,-8,NC(=O)C1(NC(=O)[C@@H]2CC3(CC(c4cccc(NC(=O)[C@@H]5CCC(=O)N5)c4)=NO3)CN2C(=O)c2cnccn2)CC1 (stereo not given in full)
2,2,COc1ccc(C(C(=O)NC2CCCCC2)N(C(=O)c2cccs2)c2ccc3c(c2)OCO3)cc1 (stereo not given)
4,-2,CN(C)c1ccc(C2NCC(CCl)O2)cc1 (stereo not given)
4,-6,COCCNC(=O)CSc1nc2ccc(N3CCOCC3)cc2c(=O)n1Cc1ccc(OC)cc1
-9,12,CC(C)OCCCNC(=O)C(=O)NCCCOC(C)C
6,-4,O=C(CN(Cc1ccccc1)S(=O)(=O)c1ccccc1)N/N=C/c1ccc2c(c1)OCO2
-2,5,O=C(NNS(=O)(=O)c1ccc(F)cc1F)C1Cc2c(ccc3ccccc23)O1 (stereo not given)
5,-2,Cn1c(=O)c2sccc2n2c(CCCC(=O)NCc3ccc4c(c3)OCO4)nnc12
2,-2,Cc1ccccc1C1C(C#N)=C2N=C(N)c3c(sc4c3CCCCC4)N2C2=C1C(=O)CC(C)(C)C2 (stereo not given)
16,-14,CCOC(=O)N1CCN(C(=O)C(C)SCc2ccccc2)CC1 (stereo not given)
12,-10,CC1=NOC(=O)/C1=C\c1ccc(-c2ccc(Cl)cc2Cl)o1
6,-4,CCOC(=O)c1sc(=S)n(-c2ccccc2)c1SC
5,-4,CN(C)CCCNc1c(C(=O)O)cnc2c1cnn2C
-2,-1,O=c1[nH]c2cc(Br)cnc2nc1/C=C(\O)c1ccc(F)cc1
9,-9,Cc1c(CCO)c(=O)n(C)n1C(=O)c1ccc(Cl)cc1
-1,1,CSc1nc(C)c2c(n1)N(c1ccc(F)cc1)CC2
11,-11,COc1ccc(C(=O)/C(=C\c2ccco2)N2C=CC=CC2=C(C#N)C#N)cc1
22,-22,N#CCC1c2ccccc2CCN1C(=O)Nc1cccc(C(F)(F)F)c1 (stereo not given)
11,-8,Cc1ccc(-c2nc3ccccc3[nH]2)cc1NC(=O)c1sc2ccccc2c1Cl
2,1,Cc1ccccc1-c1cc(C(=O)Nc2nc3c(s2)CCCC3)c2ccccc2n1
6,-5,CCOC(=O)c1c(C)[nH]c(O)c1C=Nc1ccc(Cl)cc1
-2,2,CCCNC(=O)NS(=O)(=O)c1cnccc1Sc1ccc(Cl)cc1
-5,2,O=c1[nH]c2ccc(S(=O)(=O)N3CCN(c4ccccc4)CC3)cc2[nH]c1=O
12,-6,Cc1sc(NC(=O)Cn2nc(C(F)(F)F)cc2C)c(C(=O)OC(C)C)c1C
-10,11,CCCOc1ccc(CCN2CCC(=O)NC2=O)cc1C
-5,7,Cc1cc(C)nc(NS(=O)(=O)c2ccc(NC(=O)c3ccc(S(=O)(=O)N4CCOCC4)cc3)cc2)n1
14,-12,CCOc1c2ccc(C(=O)NCc3ccc4c(c3)OCO4)cc2nn1CCOC
3,-6,COc1ccc(-n2nc(C(=O)NCC(=O)Nc3ccccn3)c3ccccc3c2=O)cc1
6,-7,O=C(NC(NC(=S)Nc1ccc(Cl)cc1Cl)C(Cl)(Cl)Cl)c1cccc([N+](=O)[O-])c1 (stereo not given)
56,-53,C/C(=N\NC(=O)CSCc1ccc(Cl)cc1)c1ccc2c(c1)OCCO2
7,-5,COc1ccc(CCNC(=O)CCCN2C(=O)c3ccccc3C2=O)cc1OC
9,-7,Cc1ccc(/C=C/C(=O)c2c(C)cc(C)[nH]c2=O)cc1
13,-11,COCCCn1c(SCc2cccc(C(F)(F)F)c2)nc2cc(OC)c(OC)cc2c1=N
4,-4,Cc1ccc(CSc2nnc3c(n2)OC2(Nc4ccccc4-3)C(=O)Nc3ccc(F)cc32)cc1 (stereo not given)
-4,1,C=C(C)C1CC=C(C)/C(=N/NC(=O)c2ccc(NC(=O)c3cccc(C)c3)cc2)C1 (stereo not given)
-14,18,COc1ccc(-c2cc(C(F)(F)F)nc(SCc3cccc(C(=O)O)c3)n2)cc1
-1,4,Cc1ccsc1/C=C1/SC(=O)N(CC(=O)N2CCOCC2)C1=O
-7,8,CCOC(=O)c1ccc(N/C(=N\S(=O)(=O)c2ccccc2C)c2ccccc2)cc1
12,-13,CCNC(=S)NNC(=O)Cc1ccccc1
36,-38,O=C(/C=C/c1cccc([N+](=O)[O-])c1)NCCSc1ccccc1
-4,7,CCOCCCNS(=O)(=O)c1ccc(NC(=O)N2c3ccccc3Sc3ccccc32)cc1
9,-10,CCN(CC)S(=O)(=O)c1ccc(OC)c(NC(=O)c2ccc(OC)c([N+](=O)[O-])c2)c1
6,-4,CCCC(O)(CCC)C(=O)NN1CCCCC1
19,-18,CCOC(=O)c1cccc(NC(=O)/C=C/c2cccc([N+](=O)[O-])c2)c1
8,-10,Cc1nc(-c2ccccn2)sc1C(=O)Nc1ccc(F)cc1F
2,0,CC(=O)Nc1ccccc1-c1nc2ccccc2nc1OCC(=O)c1ccc(Br)cc1
2,0,NC(=O)C(c1ccc(Cl)cc1Cl)c1ncc(C(F)(F)F)cc1Cl (stereo not given)
0,2,CC(C)(C(=O)c1ccccc1)/[N+]([O-])=C/c1ccccc1F
-10,17,COC(=O)c1ccc(N2CCC(c3cc(-c4ccc(OC)cc4)n[nH]3)CC2)c([N+](=O)[O-])c1
-2,-1,Cc1ccc(C)c(NC(=S)NCCN2CCOCC2)c1

# The results go on.
sEH inh,sEH activator,Structure
-12,9,C/C(=N\NC(=O)COc1ccc([N+](=O)[O-])cc1)C(C)(C)C
2,1,COc1ccc(N2C(=O)C3C4C=CC(C5CC45)C3C2=O)c([N+](=O)[O-])c1 (stereo not given)
10,-4,N#CCC(=O)N/N=C/c1ccc(Sc2nc3ccccc3s2)o1
14,-9,Cn1cc(C(=O)Nc2cccc(F)c2)cn1
-12,19,Cc1cc(Cl)ccc1Oc1ncnc2oc(-c3ccccc3)cc12
10,-7,CCOc1ccc(NC(=O)CSc2nnc(CCNC(=O)c3ccc(OC)cc3)n2CC)cc1
14,-11,COc1ccc(-c2csc(NC(=O)CCn3cnc4ccccc4c3=O)n2)cc1OC
-12,14,COCn1c(=O)c2c(nc(SC3=NCCS3)n2Cc2ccccc2C)n(COC)c1=O
34,-32,O=C(CN(Cc1ccccc1)S(=O)(=O)c1ccc2c(c1)OCCO2)N/N=C/c1ccc(F)cc1
66,-65,O=C(NCCc1ccc(Cl)cc1)Nc1cccc(Cl)c1
-4,4,CCCCSc1nc(C)cc(C)c1S(=O)(=O)c1ccccc1C
-10,8,COc1cc(C=O)ccc1OCCOCCOc1c(C)cc(Cl)cc1Cl
2,-4,S=C(NCc1cccnc1)Nc1ccc(Cl)cc1
0,1,COc1ccc(C(NC(=O)c2ccc(-c3ccccc3)cc2)c2ccccc2)cc1 (stereo not given)
-14,14,COc1ccccc1CNC(=O)C1CC(c2ccccc2[N+](=O)[O-])=NO1 (stereo not given)
2,-1,NC(=O)CNC(=O)[C@@H]1CC2(CC(c3ccc(Cl)cc3)=NO2)CN1C(=O)c1ccccc1 (stereo not given in full)
-4,6,Cn1c(COc2ccccc2)nnc1SCC(=O)c1cccc([N+](=O)[O-])c1
3,-1,Cc1ccc(C(=O)N/C(=C\c2cccs2)C(=O)NCc2ccncc2)cc1
7,-9,COc1ccc(NC(=S)NC(NC(=O)/C=C/c2ccccc2)C(Cl)(Cl)Cl)cc1 (stereo not given)
7,-10,Cc1cccc(Oc2ncc(-c3ccc(Cl)cc3)cn2)c1C

# One compound at a time, from the list above. Values in the order: sEH inh | sEH activator
# Cn1c(COc2ccccc2)nnc1SCC(=O)c1cccc([N+](=O)[O-])c1 across the screens: -4 | 6
# CCOc1ccc(NC(=O)CSc2nnc(CCNC(=O)c3ccc(OC)cc3)n2CC)cc1 across the screens: 10 | -7
# Cc1cc(Cl)ccc1Oc1ncnc2oc(-c3ccccc3)cc12 across the screens: -12 | 19

# Three compounds out of the list, sorted by formula weight, falling.
sEH inh,sEH activator,Structure
-10,8,COc1cc(C=O)ccc1OCCOCCOc1c(C)cc(Cl)cc1Cl
-14,14,COc1ccccc1CNC(=O)C1CC(c2ccccc2[N+](=O)[O-])=NO1 (stereo not given)
2,-4,S=C(NCc1cccnc1)Nc1ccc(Cl)cc1

# (cont.)
sEH inh,sEH activator,Structure
0,-1,O=[N+]([O-])c1cccc(/C=N/n2c(COc3ccccc3)n[nH]c2=S)c1
-1,4,Cc1nc(SC2CC(=O)N(c3ccc([N+](=O)[O-])cc3)C2=O)nc2c1CCCC2 (stereo not given)
6,-4,C/C(CC(=O)NC1CCCC1)=N\NC(=O)Cc1cccs1
-12,14,Cc1ccc(C(=O)NCCCn2ccnc2)cc1[N+](=O)[O-]
-3,6,Cc1cccc(NC(=O)C2(c3ccc([N+](=O)[O-])cc3)CCCC2)c1
5,-6,O=C(/C=C/c1ccccc1)N1CCN(c2cccc(Cl)n2)CC1
10,-8,CCOC(=O)c1sc(NC(=O)c2cccs2)nc1C
9,-6,O=C(NNC(=O)c1ccccc1-n1cccc1)c1cccc(Cl)c1
-2,1,CC1=C/C(=N\OC(=O)/C=C/c2ccccc2)C(C)=CC1=O
9,-9,NS(=O)(=O)c1ccc(CCNC(=O)[C@@H]2CCCN2S(=O)(=O)c2ccccc2F)cc1
7,-4,Cc1ccc(OCC(=O)NNC(=O)CCc2ccccc2)cc1
10,-11,O/N=C/c1cc(Br)ccc1OCc1ccc(F)cc1
0,-2,CSC(=NC#N)N1CCN(c2cccc(Cl)c2)CC1
8,-7,CC1CCc2c(sc(NC(=O)Cn3nc(C(F)(F)F)c4c3CCCCC4)c2C#N)C1 (stereo not given)
-3,6,NC(=O)C1(N2CCCCC2)CCN(CC(=O)Nc2ccccc2Sc2ccccc2)CC1
-15,15,O=C(Nc1ccccc1N1CCOCC1)c1ccc([N+](=O)[O-])cc1
-4,10,CCn1c(=O)c2c(O)cc(=O)oc2c2ccccc21
4,-5,COc1ccc(C(=O)C(OC(=O)c2ccccc2)c2ccccc2)cc1 (stereo not given)
5,-2,Cc1cc(C)cc(NC(=S)NC2CC3CCC(C2)N3Cc2ccco2)c1 (stereo not given)
5,-5,COC(=O)c1sccc1-n1cccc1C(=O)C(=O)N1CCCC1

# A different layout for some results above.
SMILES | sEH inh | sEH activator
O=C(NCCc1ccc(Cl)cc1)Nc1cccc(Cl)c1 | 66 | -65
Cc1ccccc1C1C(C#N)=C2N=C(N)c3c(sc4c3CCCCC4)N2C2=C1C(=O)CC(C)(C)C2 (stereo not given) | 2 | -2
COc1ccc(-c2csc(NC(=O)CCn3cnc4ccccc4c3=O)n2)cc1OC | 14 | -11
COCCCn1c(SCc2cccc(C(F)(F)F)c2)nc2cc(OC)c(OC)cc2c1=N | 13 | -11

# Next part:
sEH inh,sEH activator,Structure
2,0,CSc1nc(C)c(CCOC(=O)c2cccc(C)c2)c(=O)[nH]1
-4,7,CCOC(=O)N1CCC(n2c(SCC(=O)N3CCCC3)nc3ccccc3c2=O)CC1
-8,10,CCc1ccccc1NC(=S)NC1CC2CCC(C1)N2Cc1ccco1 (stereo not given)
22,-22,C=CCOc1c2ccc(C(=O)NCc3ccc(C)cc3)cc2nn1C
18,-16,O=C(NN=C1C2CC3CC(C2)CC1C3)c1ccncc1
7,-4,CCCc1nc(SCC(=O)N2CCc3ccccc32)c2c(C)c(C)sc2n1
78,-78,CN(C)S(=O)(=O)Oc1cccc(C(=O)Nc2ccc(Cl)cc2)c1
3,-2,O=C(N/N=C/c1ccc([N+](=O)[O-])o1)c1cc(-c2cccc(Br)c2)nc2ccccc12
-7,7,Cc1cc(C)nc(SCCC(=O)Nc2cccc3ccccc23)n1
6,-6,O=C(COc1ccc(/C=N/NS(=O)(=O)c2ccccc2)cc1)Nc1ccccc1
-7,5,CN1CCN(c2nc(-c3ccc(Br)cc3)nnc2-c2ccccc2)CC1
17,-15,CC1(C)CC(=O)C2=C(C1)N(c1ccc(F)cc1)C(=O)NC2(C(F)(F)F)C(F)(F)F
21,-19,COc1ccc(-c2nnn(CC(=O)NCCc3c[nH]c4ccccc34)n2)cc1OC
9,-6,COc1nnc(-c2ccc(N3CCOCC3)c(NC(=O)c3ccc(C)cc3)c2)c2ccccc12
-1,5,Cc1cccc(Nc2ncccc2C(=O)NCc2cccs2)c1C
1,1,Cc1ccc([N+](=O)[O-])cc1NC(=O)CCCOc1ccccc1
-10,10,O=c1[nH]c2ccccc2n2c(-c3ccncc3)nnc12
-4,1,Cc1cc(C(=O)N/N=C2\CC(=O)CC(C)(C)C2)n[nH]1
1,0,COC(=O)c1ccc(C2C(Oc3ccccc3C)C(=O)N2CCc2ccc(OC)c(OC)c2)cc1 (stereo not given)
19,-20,Cc1ccc(NC(=O)c2ccc(CSc3ccccn3)cc2)cc1
1,3,Cc1ccc(NC(=O)C(=O)NNC(=O)c2ccccc2C)cc1Cl

# This is a subset; count on the stated rates, not on these rows.
